# Assay outcomes from PubChem BioAssay.
# ALOX15B inhib – inhibitors of human 15-lipoxygenase 2 (ALOX15B); O15296; purified 15hLO-2, xylenol orange hydroperoxide absorbance; Potency, µM (highest dose often 57.1 µM), for the others: at the highest dose activity change, negative = inhibition, most hits filed as inhibitors; actives 0.56% (n = 110,000); also: potency is read from the fitted curve at half-maximal effect; nearly all actives have a fitted effect of over 60% in size; many of its hits are not listed in these tables
# Target sequence (O15296 whole entry, looked up): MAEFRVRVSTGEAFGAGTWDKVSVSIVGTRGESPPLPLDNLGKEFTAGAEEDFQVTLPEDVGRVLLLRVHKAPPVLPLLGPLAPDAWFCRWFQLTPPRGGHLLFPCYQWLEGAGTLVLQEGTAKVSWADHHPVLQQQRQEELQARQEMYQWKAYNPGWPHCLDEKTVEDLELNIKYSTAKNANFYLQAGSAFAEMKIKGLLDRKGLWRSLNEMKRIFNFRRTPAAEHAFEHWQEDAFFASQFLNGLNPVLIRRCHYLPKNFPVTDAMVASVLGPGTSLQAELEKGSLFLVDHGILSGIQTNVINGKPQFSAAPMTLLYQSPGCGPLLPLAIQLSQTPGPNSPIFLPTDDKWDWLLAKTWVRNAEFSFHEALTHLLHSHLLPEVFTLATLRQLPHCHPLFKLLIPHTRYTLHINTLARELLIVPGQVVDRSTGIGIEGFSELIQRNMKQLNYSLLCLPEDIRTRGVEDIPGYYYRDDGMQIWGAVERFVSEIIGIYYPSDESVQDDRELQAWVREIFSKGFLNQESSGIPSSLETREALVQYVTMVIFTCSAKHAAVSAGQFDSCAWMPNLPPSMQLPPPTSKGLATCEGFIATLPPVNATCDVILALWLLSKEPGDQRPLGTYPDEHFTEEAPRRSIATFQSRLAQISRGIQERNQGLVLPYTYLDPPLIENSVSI
#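 Enzyme 50 nM, AA 45 uM, 25 mM Hepes pH 7.5 + 0.01% Triton X-100; cpd preinc 15 min RT, rxn 90 min RT; stop/detect with 200 uM XO + 300 uM Fe(II) in 50 mM H2SO4, 30 min; A573/A405.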
# PNC inhibitor – inhibitors of perinucleolar compartment assembly; PC3M PTB-GFP, PNC prevalence imaging, 16 h; stronger effect = lower value; activity change (PNC), negative = inhibition, % at 10 µM; actives 3.1% (n = 140,000); AID 2417;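 active = readout at or below -70, meaning at least 70% loss of cells showing the perinucleolar compartment, a nuclear body marking cancer cells; inconclusive = readout between -30 and a set limit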;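 also: plate controls were DMSO wells for no effect and camptothecin positive control wells for full effect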
#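 Read-out is percentage of cells bearing a perinucleolar compartment, from automated 20x imaging of fixed, Hoechst-stained PC3M PTB-GFP cells. Cells were seeded 4 h, then exposed 16 h to compound (23 nl of library stock) in duplicate plates.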
# 12-hLO inh – 12-hLO (ALOX12) enzyme inhibition; AID 1452; P18054; purified 12-hLO, xylenol orange hydroperoxide absorbance; actives 0.12% (n = 150,000); Potency, µM (top dose mostly 57.1 µM), without a hit: top-dose activity change, negative = inhibition, hits mostly inhibitors; also: potency is read from the fitted curve at half-maximal effect; nearly all actives have a fitted effect of over 55% in size; many of its hits are not listed in these tables
#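 Hydroperoxide formation by human 12-lipoxygenase from 40 uM arachidonic acid was followed colorimetrically via ferric-xylenol orange complex, using the 573/405 nm absorbance ratio. Enzyme concentration was 150 nM, with 30 min reaction at room temperature.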
# IMPase cell inh – IMPase inhibition in cells | P97697 | CHO-M1 cells, IP1 accumulation, HTRF TR-FRET ratio | inhibition (IP1 accumulation), % at 46.1 µM | 120,000 tested, under 10 active | AID 901; active = well fitted curve in the direction sought with a large enough effect in the signal ratio, not every such curve was filed as active; inconclusive = small, poorly fitted or top-dose-only effect, or a change in a side signal; inactive = no such curve, though single readings can be large or run the other way; the % refers to the signal ratio;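 also: cells stimulated with carbachol in lithium chloride buffer; plate controls were DMSO basal wells for no effect and reference inhibitor wells for full effect; higher means more IMPase inhibition seen as more IP1 and lower FRET ratio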
# Target sequence (P97697 whole entry, looked up): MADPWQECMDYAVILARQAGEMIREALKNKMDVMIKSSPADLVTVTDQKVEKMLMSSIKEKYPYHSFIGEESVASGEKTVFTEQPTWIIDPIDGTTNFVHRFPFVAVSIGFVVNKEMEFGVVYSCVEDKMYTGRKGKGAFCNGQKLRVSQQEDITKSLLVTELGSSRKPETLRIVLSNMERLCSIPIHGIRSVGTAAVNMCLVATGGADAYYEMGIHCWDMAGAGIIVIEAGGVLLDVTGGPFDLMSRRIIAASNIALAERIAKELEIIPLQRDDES
#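 Elevated IP1 in lysates lowers TR-FRET signal (665/620 ratio and 620 channel reported). Cells were CHO-M1, given carbachol (50 uM as added) plus 50mM LiCl, pH 7.4, 30 min, 37C; compounds titrated up to 46 uM; AC50 by Hill equation.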
# * hit, by the source's call; ? = inconclusive; . = no result given; & = joins results of further samples; [ ] = another dose, or the depositor's remark. Unless noted, calls follow the shape of the dose curve; as a rule, active = well fitted curve in the direction sought with a large enough effect; inconclusive = small, poorly fitted or top-dose-only effect, or another doubt; inactive = no such curve, though single readings can be large; an effect the other way counts as inactive or inconclusive. Unless noted, % is scaled to controls: 0 for no effect and ±100 for the full control effect. Not all compounds are listed; the hit share may differ from the screen's.
Molecule,ALOX15B inhib,PNC inhibitor,12-hLO inh,IMPase cell inh
CCCn1c(=S)[nH]c2cc(OC)c(OC)cc2c1=O,-10.2%,35.2,-8.8%,2.9
Cc1ccc(-c2nnn(CC(=O)N(CC3CCCO3)C(C(=O)NC3CCCC3)c3ccc(F)cc3)n2)o1 (stereo not given),-14.3%,3.3,3.5%,8.9
CCCC1(CCC)NC(=O)NC1=O,-0.7%,?,-1.9%,1.0
Cc1cc(NC(=O)C2CCCCC2)ccc1NC(=O)c1ccccc1Cl,.,28.8,1.9%,.
CCOC(=O)C(C)Sc1nnc(Cc2cc(=O)[nH]c(=O)[nH]2)n1-c1ccc(OCC)cc1 (stereo not given),-4.8%,?,1.6%,-1.5
O=C(CSC1=NC(=O)C(Cc2ccccc2)C(=O)N1)NC1CCCCC1 (stereo not given),3.2%,?,0.1%,-0.8
CC(C)NC[C@H]1CCc2cc(CO)c([N+](=O)[O-])cc2N1,0.8%[25.6 µM],.,0.1%[25.6 µM],5.5[20.6 µM]
CCCCN=c1scc(-c2ccc3c(c2)NC(=O)CO3)n1N=C1CCCC1,-6.9%,24.8,-8.0%,6.1
O=C(CSc1ccccc1)Nc1ccc(NC(=O)c2ccco2)cc1,-4.9%,0.3,2.6%,-3.8
COc1ccc(-c2nnc(SCC(=O)NNC(=O)Cc3ccccc3)n2C)cc1OC,.,71.1,1.0%,.
C[C@@H](C(=O)NCCc1c[nH]c2ccccc12)[C@H]1C[C@]1(C)[C@H](NC(=O)OCc1ccccc1)c1ccccc1,-4.4%,28.8,-7.5%&-2.5%,.
CN(C(=O)OCc1ccccc1)C(CC(N)=O)C(=O)O (stereo not given),-3.8%,?,2.2%,5.4
Cc1c(C(=O)N2CCC(C)CC2)sc2ncnc(N3CCN(c4ccccc4)CC3)c12,10.4%,-1.7,0.3%,4.9
N#C[C@@H]1[C@@H]2C(=O)N(c3ccc4c(c3)OCCO4)C(=O)[C@@H]2C2c3ccccc3C=CN21 (stereo not given in full),.,-100.0*,-0.1%,-2.7
CCCCCCCC(=O)NC(Nc1ccccc1OC)C(Cl)(Cl)Cl (stereo not given),-14.8%,-8.0,-11.6%,1.7
CCOC(=O)c1ccc(NS(=O)C23CC4CC(CC(C4)C2)C3)cc1 (stereo not given),-5.8%,?,-1.7%,-0.8
COc1ccc(/C=N/NC(=O)c2nc(-c3ccccc3)cc(-c3ccccc3)n2)cc1O,.,-15.5,-4.5%,.
Cc1ccc(C(=O)CCCn2nnc(-c3cccnc3)n2)cc1C,0.8%,?,-0.3%,-0.4
Cc1ccc(/C(O)=C2/C(=O)C(=O)N(CCN3CCOCC3)C2c2cccnc2)cc1 (stereo not given),.,0.7,6.5%,-15.1
O=C(CCNC(=O)OCc1ccccc1)NC1CCCCCC1,.,7.2,1.9%,5.6
CC1=C/C(=N\Nc2ccccc2[N+](=O)[O-])CC(C)(C)C1,.,-15.2,-1.7%,.
O=C(CN1C(=O)c2ccccc2C1=O)Nc1ccc(-c2nc3ccccc3o2)cc1,8.3%[2.29 µM],-3.8,13.6%,-4.6
Cc1ccc(S(=O)(=O)Nc2ccccc2C=O)cc1,-0.6%[11.4 µM],.,2.7%[11.4 µM],.
COC(=O)CNC(c1ccccc1)c1cc(C)ccc1NS(=O)(=O)c1ccc(C)cc1 (stereo not given),.,?,-2.1%,.
CNC(=O)C1C(=S)NC(N)=C(C#N)C1c1ccccc1 (stereo not given),-8.8%,-3.8,?,3.4
Cc1noc(C)c1CSCC(=O)OCC(=O)N1CC(=O)Nc2ccccc21,-8.0%,12.8,0.7%,1.1
Cc1ccc2c(c1)NC(=O)C(CC(=O)NCc1ccc(F)cc1)O2 (stereo not given),0.3%,14.9,-2.9%,9.0
CC(C)Cn1cc(C(=O)NCc2cccs2)c2c3ccccc3n(C)c2c1=O,-20.1%,-5.7,-5.7%,-17.8
c1ccc(-n2nnnc2-n2nnc3ccccc32)cc1,17.2%,-29.5,-5.5%,9.6
Cc1ccc(S(=O)(=O)c2nc(Nc3ccccc3)sc2Cl)cc1,.,12.2,-12.0%,5.1
COc1ccc(/C=N/NC(=O)c2ccc(C)cc2)cc1CN1CCN(c2ccc(F)cc2)CC1,34.5%[activator],?,-6.6%,9.9
COc1ccc(S(=O)(=O)N2CCc3ccccc32)cc1C(=O)OCc1c(C)noc1C,1.6%,?,-6.1%,8.6
COc1cc(/C=N/NC(=O)CNC(=O)c2cccs2)ccc1O,.,60.2,-3.1%,.
CCCCNC(=O)c1ccccc1NC(=O)CN(c1ccccc1)S(=O)(=O)N(C)C,.,46.5,-0.5%,-4.1
COC(=O)c1ccc(C(NC(=O)OCc2ccccc2)/C(=C/[C@@H](C)C(=O)N(C)Cc2ccccc2)c2cccnc2)cc1 (stereo not given in full),33.6%[activator],.,0.0%,.
COc1cccc(OC)c1-c1nnc(-c2cn(C)c3ccccc23)o1,-3.9%,-6.8,0.6%,-5.8
COc1ccc(OC)c2[nH]c(=O)c(CCNC(=O)c3ccc(S(=O)(=O)N4CCCCC4)cc3)cc12,0.3%,?,-6.6%,1.3
CCN(CC)S(=O)(=O)c1cccc(C(=O)NC2CCCCC2)c1,3.2%,-27.6,1.9%,8.6
O=C(NCc1cccs1)c1ccc2c(c1)ncn2C1CCCC1,-4.1%,-11.4,0.8%,4.7
C=CCn1c(SCC(=O)Nc2cccnc2Cl)nnc1-c1ccc(Cl)cc1,.,-28.6,0.0%,1.7
COc1ccc(CCNC(=O)c2n[nH]c(=O)c3ccccc23)cc1,-6.3%,-27.8,0.9%,-5.6
CN(CC(=O)N1CCN(c2ccccn2)CC1)S(=O)(=O)c1ccccc1,2.4%,32.2,1.9%,2.9
CC(=O)Nc1ccc(C(=O)OCC(=O)NC(=O)NC(C)(C)C)cc1,-0.7%,18.6,-0.5%,-4.2
Cn1c(CCNC(=O)c2cccs2)nnc1SCC(=O)N1CCN(c2ccccc2)CC1,-1.8%,?,4.5%,7.5
COc1ccc(N2C(=O)CCC(C(=O)Nc3ccccn3)C2c2ccc(OC)c(OC)c2)cc1 (stereo not given),-2.2%,-14.4,-2.1%,4.8
COc1cc(C(=O)OCCN2CCOCC2)cc(OC)c1OC,-6.3%,28.3,0.6%,1.9
COc1ccc(-c2nc3c(=O)n(C)c(=O)[nH]c3n2CCc2ccccc2)cc1,1.5%,27.0,-0.8%,?
CCCCOC(=O)Cn1c(=O)n(CC(=O)OCCCC)c2cc(C)ccc21,1.4%,27.5,-2.3%,2.1
CSc1nc2n(n1)C(c1cc(Br)ccc1F)C(C(=O)N(C)C)=C(C)N2 (stereo not given),5.1%,18.5,-2.3%,3.2
O=C(NCCc1ccccc1)c1ccnc(/C=N/O)c1,2.3%,?,6.5%,-3.7

# New compounds follow
Molecule,ALOX15B inhib,PNC inhibitor,12-hLO inh,IMPase cell inh
CCCC/C(C)=N\NC(=O)CNS(=O)(=O)c1ccc([N+](=O)[O-])cc1,3.6%,-5.7,0.3%,-5.0
CCCS(=O)(=O)c1nc(S(=O)(=O)c2ccc(C)cc2)c(NCc2ccc3c(c2)OCO3)s1,.,?,3.9%,6.5
Cc1cc(C)n(Cc2cccc(F)c2)c(=O)c1C#N,7.8%,?,-2.0%,7.4
CN1CCN(C2OC(=O)c3ccccc32)CC1 (stereo not given),-0.4%,68.8,4.7%,-1.7
O=C(CSC1=Nc2ccccc2C2=NC(CC(=O)NC3CCCCC3)C(=O)N12)NCc1ccco1 (stereo not given),-8.3%,?,-7.4%,-4.3
C=CCn1c(SCc2nc3ccccc3c(=O)[nH]2)nc2ccccc2c1=O,-11.0%,?,-5.9%,1.4
COC(=O)c1ccc(COc2ccccc2/C=C(\C#N)C(=O)Nc2c(C)cccc2C)cc1,.,17.0,-1.4%,.
Cc1ccc(C)c(NC(=S)NC(NC(=O)Cc2cccc3ccccc23)C(Cl)(Cl)Cl)c1 (stereo not given),-27.8%,-27.9,1.0%,-2.1
Cc1cc(O)c(C(C)C)cc1NC(=O)c1ccc(Cl)cc1,-11.7%,26.9,-11.6%,3.7
CC1=NN(C(=O)c2ccc(Cn3cc(Br)c([N+](=O)[O-])n3)o2)C(O)(C(F)(F)F)C1 (stereo not given),.,-113.8*,-6.0%,.
CN(C)Cc1ccc(-c2cc3onc(-c4ccccc4)c3c(=O)n2C)cc1,7.2%[11.4 µM],.,3.8%[11.4 µM],.
COCc1cc(C)nc(OCC(=O)N/N=C/c2ccc(OC)c(OC)c2)c1C#N,.,?,2.2%,.
COc1ccc(-c2cnnn2-c2ccc(NC(=O)c3ccc(S(=O)(=O)N4CCCCC4)cc3)cc2)cc1,.,?,-1.0%,.
COc1ccc(C)cc1N1C(=N)/C(=C2/Nc3ccccc3S2)C(c2ccccc2)C1=O (stereo not given),.,27.0,0.0%,.
COc1ccc(C(C(=O)Nc2ccc3c(c2)OCO3)N(C)C(=O)Cc2c[nH]c3ccccc23)cc1 (stereo not given),.,-24.0,-4.4%,.
Cc1ccc(C(=O)NCCSC(C)(C)C)cc1[N+](=O)[O-],.,?,-2.6%,.
CCCSc1nc(NCc2ccco2)c2c3c(sc2n1)COC(C)(CC)C3 (stereo not given),0.1%,-11.2,0.8%,6.8
O=C(Nc1cccc(NC(=O)c2cccnc2)c1)c1cccnc1,2.3%,-0.3,-1.2%,2.3
CCCCC(CC)CNC(=O)C1CC=CCC1C(=O)O (stereo not given),.,-2.0,-1.3%,.
COc1ccc(N2CCN(C(=O)CSc3nnc4c(C)cc5c(C)cc(C)cc5n34)CC2)cc1,-18.0%[11.4 µM],37.2,-4.3%,-2.2[1.84 µM]
Cc1ccc(C)c(-n2c(C)cc(/C=N/NC(=O)c3c(C)nc4cc(C)ccn34)c2C)c1,.,-27.6,-0.3%,4.9
COc1ccc(Cl)cc1NS(=O)(=O)c1ccc(S(=O)(=O)N2CCCC2)cc1,-9.7%,-17.2,-6.7%,0.0
O=[N+]([O-])c1ccc(Cl)cc1CNc1ccc(F)c(F)c1,.,44.1,-7.3%,.
COc1ccccc1NC(=O)c1cc(C(=O)O)ccc1C(=O)O,4.4%,-12.3,-2.5%,11.2
Cc1csc(SCC(=O)Nc2ncc(Cl)c(C)c2Cl)n1,2.7%,54.2,5.0%,0.4
O=C(O)CC(CC(=O)O)n1cccc1,-0.1%[11.4 µM],.,2.1%[11.4 µM],.
Cc1ccc2oc(=O)n(Cc3ccccc3OC(C)C)c2c1,-1.8%,41.5,-10.6%,19.3
COc1ccc(NC(=O)CC2Sc3ncnn3C2=O)cc1 (stereo not given),.,24.3,-2.3%,6.8
CC(C)CNS(=O)(=O)c1ccc(OCC(=O)Nc2ccc3c(c2)OCO3)c(Cl)c1,1.0%,-25.3,-3.7%,-1.0
Cn1c(=O)c2c(nc(CN3CCN(Cc4ccccc4)CC3)n2Cc2ccc(Cl)cc2)n(C)c1=O,6.8%,-18.0,1.6%,1.2
O=C(c1ccc2c(c1)OCO2)N1CCN(c2ccccc2)CC1,-9.0%,12.0,-4.3%,-6.7
CCN(CC)C(=O)C1CCCN(Cc2ccccc2)C1 (stereo not given),-20.7%,-23.8,-2.0%,3.1
CCCOc1ccc(N2C(=O)CC(N3CCN(c4ccccc4OC)CC3)C2=O)cc1 (stereo not given),?,?,0.8%,2.5
COc1ccccc1N1C(=O)C2CCC(c3ccccc3)CC2C1=O (stereo not given),.,-0.4,4.1%,.
Cc1ccc(NC(=O)c2c(-c3c(F)cccc3Cl)noc2C)cc1F,1.6%,?,-20.2%,?
O=c1c2sccc2n(Cc2cc(=O)n3ccccc3n2)c(=O)n1-c1ccccc1,.,27.4,0.9%,.
